NCF1 inh – p47phox (human) inhibition; p47phox/p22phox peptide binding, fluorescence polarization, 2 h; inhibition, % at 24.7 µM; P14598; 220,000 tested, 0.53% active;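 active = inhibition above about 30%, limit read from the data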;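 note: 0% = p47phox with labelled peptide and 100% = labelled peptide alone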
Target sequence (P14598 whole entry, looked up): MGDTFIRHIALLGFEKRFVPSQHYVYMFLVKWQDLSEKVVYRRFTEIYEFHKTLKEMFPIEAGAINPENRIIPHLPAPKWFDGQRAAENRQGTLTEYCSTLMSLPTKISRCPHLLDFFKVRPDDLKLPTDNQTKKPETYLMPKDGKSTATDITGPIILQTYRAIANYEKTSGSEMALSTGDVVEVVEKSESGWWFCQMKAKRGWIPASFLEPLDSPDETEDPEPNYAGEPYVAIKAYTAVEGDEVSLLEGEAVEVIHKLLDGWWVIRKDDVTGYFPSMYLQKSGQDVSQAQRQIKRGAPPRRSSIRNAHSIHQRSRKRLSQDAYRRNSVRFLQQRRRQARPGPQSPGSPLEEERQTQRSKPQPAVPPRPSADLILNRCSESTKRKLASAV
TNF death inh – blocks TNF-alpha induced death of Jurkat FADD-/- cells. Jurkat FADD-/- TNF necroptosis rescue, ATP luminescence, 24 h; 0 = TNF only, 100 = no-TNF cells. activation (protection from cell death), % at 10 µM. 220,000 tested, 0.068% active. AID 463075;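 active = activation, meaning protection from cell death, of at least 50% relative to plate controls; inactive = activation below 50%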;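 note: necroptosis triggered by 40 ng/mL TNF-alpha added together with compound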
MDM2 E3 inh – Mdm2 E3 ligase (human) inhibition; Q00987; cell-based MDM2 ubiquitination luciferase reporter, 2 h; 0 = plate control, 100 = twice control, blank-subtracted; signal enhancement, % at 5 µM; 210,000 tested, 0.11% active; AID 1230;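 active = signal enhancement of 30% or more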;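 note: luminescence tracks abundance of the self-degrading MDM2-luciferase fusion protein; higher signal means inhibition of MDM2 E3 ligase activity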
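Assay system: stable mammalian line carrying autodegrading MDM2–luciferase fusion reporter; amount: 2000 cells seeded into each well; buffer or medium: DMEM; benchmarks: plate control and blank wells; signal: luciferase luminescence; timing: 2 h compound exposure at 37 °C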
TRPML3 agonist – activates the human TRPML3 channel. HEK293 TRPML3-YFP, Fluo-8 calcium fluorescence; 100% = the carbachol control signal. activation, % at 3 µM. 220,000 tested, 0.29% active;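 active = activation above its plate's cutoff, the mean activation of the plate's test wells plus 3 SD, cut at about 12% in these data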;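 note: 0% = DMSO only wells and 100% = carbachol wells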
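Material: TRPML3-YFP stable HEK293 cells | Dosing: One concentration, 3 µM nominal, 0.3% DMSO | Timing: 125 s total fluorescence read per well | Technique: Fluo-8 calcium dye fluorescence, ex 470-495, em 515-575 nm | Measure: Percent activation from peak-to-basal fluorescence ratio, scaled between DMSO and carbachol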
zfTRPN1 agonist – zebrafish TRPN1 (NompC) channel agonism; AID 1424; HEK293 zebrafish TRPN1-YFP, Fluo-8 calcium fluorescence; 100% = response to 87 µM carbachol; activation, % at 3 µM; 220,000 tested, 0.18% active;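 active = activation above its plate's cutoff, the mean activation of test wells on that plate plus 3 SD, cut at about 19% in these data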;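 note: 0% = DMSO alone and 100% = 87 µM carbachol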
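Material: zebrafish TRPN1-YFP in HEK293 cells; Doses: single test compound dose, 3 µM nominal, 0.3% DMSO; Timing: dye loading 1 h at 37 °C, then 30 min room temperature; Technique: intracellular calcium fluorescence with Fluo-8; Benchmarks: high carbachol 87 µM, low DMSO alone.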
CHOP inhibitor – blocks CHOP induction under ER stress | CHO-K1 CHOP-promoter luciferase, tunicamycin-induced, 15-18 h | AID 2732 | 220,000 tested, 3.8% active | inhibition, % at 10 µM;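 active = compounds that reduced the stress-induced luciferase reporter signal by more than about 70% of percent inhibition, limit read from the data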;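 note: 0% = tunicamycin plus vehicle and 100% = wells without tunicamycin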
EBV gp42 block – inhibitors of Epstein-Barr virus glycoprotein 42 | 220,000 tested, 0.42% active | Q1HVG2 | Fluorescence polarization binding assay, mP read-out | AID 1085 | inhibition, % (tested at 21.74 µM); in the data active = inhibition above about 50%
PPC-1+TRAIL kill – compounds killing PPC-1 cancer cells with TRAIL present (potentiator screen, no TRAIL-free arm); PPC-1 cells + TRAIL, ATPLite viability luminescence; cell killing (% activity), % at 4 µM; 220,000 tested, 0.41% active;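 active = cell killing above 50% in the first pass at 4 µM, then a duplicate retest at 5 µM averaging 50% or more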;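 note: plate controls were cells with TRAIL plus DMSO for no effect and medium-only wells lacking cells for full effect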
Runt-SMMHC FRET – blocks binding of human RUNX1 Runt domain to CBFb-SMMHC; Q01196+Q13951; 220,000 tested, 0.74% active; inhibition, % at 20 µM; Cerulean-Runt/Venus-CBFb-SMMHC FRET ratio 530/480, 1 h;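 active = mean inhibition across duplicate retests at 20 µM reaching about 50%, limit read from the data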;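 note: 0% = DMSO wells and 100% = wells with excess untagged CBFb-SMMHC; inhibitors lower the FRET ratio by blocking Runt binding to CBFb-SMMHC; some results filed as inactive read as strong as hits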
Target sequence (Q01196 whole entry, looked up, the tested form may be a part): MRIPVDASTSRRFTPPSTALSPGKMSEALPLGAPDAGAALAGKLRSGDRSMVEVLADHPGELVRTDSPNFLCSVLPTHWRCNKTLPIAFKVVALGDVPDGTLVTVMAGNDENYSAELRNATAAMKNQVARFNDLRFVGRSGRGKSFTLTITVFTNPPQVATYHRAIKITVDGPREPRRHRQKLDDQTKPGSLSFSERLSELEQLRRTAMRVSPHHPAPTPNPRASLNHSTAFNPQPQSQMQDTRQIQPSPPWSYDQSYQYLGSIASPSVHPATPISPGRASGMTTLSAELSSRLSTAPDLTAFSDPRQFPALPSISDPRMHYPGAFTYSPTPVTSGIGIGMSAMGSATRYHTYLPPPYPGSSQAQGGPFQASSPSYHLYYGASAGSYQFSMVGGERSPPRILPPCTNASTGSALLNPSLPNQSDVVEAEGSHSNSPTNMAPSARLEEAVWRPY
Target sequence (Q13951 whole entry, looked up, the tested form may be a part): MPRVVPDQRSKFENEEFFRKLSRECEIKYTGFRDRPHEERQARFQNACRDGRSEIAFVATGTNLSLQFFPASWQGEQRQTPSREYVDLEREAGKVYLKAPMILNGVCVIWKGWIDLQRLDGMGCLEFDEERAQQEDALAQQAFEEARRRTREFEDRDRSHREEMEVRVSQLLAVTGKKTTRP
* marks the source's active call; other numbers are inactive results; . = no result given.

A first look:
SMILES	NCF1 inh	TNF death inh	MDM2 E3 inh	TRPML3 agonist	zfTRPN1 agonist	CHOP inhibitor	EBV gp42 block	PPC-1+TRAIL kill	Runt-SMMHC FRET
CC(=O)c1c(C)[nH]c(C(=O)OCC(=O)Nc2cc(C)on2)c1C	-8.9	3.6	-16.4	0.6	2.2	-23.0	-13.5	9.5	-2.6
Cc1cccc(NC(=O)CN(c2ccc(F)cc2)S(C)(=O)=O)c1	-0.8	0.8	-10.9	-0.6	0.6	5.3	-0.8	.	.
CC(C)(C)C(=O)Nc1ccccc1C(=O)OCC(=O)c1ccc2c(c1)OCCO2	-7.8	1.1	-10.2	1.1	-1.2	-0.9	-10.9	9.7	2.0
O=C(Cn1c(-c2ccccn2)nc2ccccc21)NCCN1CCOCC1	-5.3	-0.1	-19.1	0.7	-0.3	1.8	-8.2	4.1	-0.1

Main list (from the top)
SMILES	NCF1 inh	TNF death inh	MDM2 E3 inh	TRPML3 agonist	zfTRPN1 agonist	CHOP inhibitor	EBV gp42 block	PPC-1+TRAIL kill	Runt-SMMHC FRET
CC(=O)c1c(C)[nH]c(C(=O)OCC(=O)Nc2cc(C)on2)c1C	-8.9	3.6	-16.4	0.6	2.2	-23.0	-13.5	9.5	-2.6
Cc1cccc(NC(=O)CN(c2ccc(F)cc2)S(C)(=O)=O)c1	-0.8	0.8	-10.9	-0.6	0.6	5.3	-0.8	.	.
CC(C)(C)C(=O)Nc1ccccc1C(=O)OCC(=O)c1ccc2c(c1)OCCO2	-7.8	1.1	-10.2	1.1	-1.2	-0.9	-10.9	9.7	2.0
O=C(Cn1c(-c2ccccn2)nc2ccccc21)NCCN1CCOCC1	-5.3	-0.1	-19.1	0.7	-0.3	1.8	-8.2	4.1	-0.1
COC(=O)N/N=C1\CCCc2ccccc21	-9.4	0.3	-8.0	0.9	2.2	30.1	-3.8	0.7	0.4
Cc1ccc(-c2csc(NC(=O)c3ccno3)n2)cc1	-22.9	0.3	-6.0	0.2	0.0	22.4	-2.6	34.4	-2.6
Cc1cc([N+](=O)[O-])nn1CC(=O)Nc1nc2ccccc2s1	-4.4	1.8	-13.5	0.5	1.6	26.3	-6.0	-12.5	-2.0
Cc1c(C(=O)Nc2nccs2)sc2nc(-c3cccs3)cc(C(F)(F)F)c12	-123.2	1.7	11.5	0.1	-0.5	-8.5	-18.4	-2.8	-146.9
CCOc1ccc2nc(-c3cc(NC(C)=O)ccc3O)sc2c1	-9.2	0.5	-7.9	0.6	0.7	59.0	-5.7	21.6	-15.6
O=C(NNC(=O)c1cccs1)c1ccc(Br)o1	-5.7	1.0	-2.5	0.7	-0.8	43.3	-3.1	14.2	1.4
Oc1c(Cl)cc(Cl)cc1C=Nc1ccc(Br)cc1	-10.4	-4.8	-8.0	0.5	-0.9	31.4	10.1	-6.5	-142.8
Clc1cccc(C2CCN(Cc3nc(CC4CC4)no3)C2)c1 (centres undefined)	-1.5	1.5	-19.1	0.1	0.0	13.5	-7.3	0.7	3.2
COc1cc(/C=N/O)cc(Br)c1OCc1cccc(Cl)c1	27.6	-5.6	-10.6	0.6	-1.1	108.1*	-38.6	25.9	-3.8
CC(C)C(=O)Nc1nc2c(c(=O)[nH]1)CCCC2	4.1	1.6	-10.1	1.2	1.9	0.1	-16.6	-0.7	-1.5
CN1CCN(C(=O)C2CCN(c3ncc(C(F)(F)F)cc3Cl)CC2)CC1	10.1	2.0	-5.8	1.3	3.6	16.4	-9.3	2.9	1.1
COc1ccc(/C=C(\C#N)C(=O)N2CCOCC2)cc1Br	-1.9	-5.1	3.0	0.8	-0.1	27.9	-5.9	-5.2	-1.9
CCc1sc(N)nc1-c1ccccc1	-6.7	1.9	-11.1	0.0	-0.4	14.8	-4.7	-2.2	-0.6
CCn1cc([N+](=O)[O-])c(C(=O)N2N=C(c3cccc4ccccc34)CC2c2ccccc2O)n1 (centres undefined)	-19.7	-3.1	-3.8	0.0	0.5	69.8	-8.3	30.1	4.9
O=C(Cn1ccc2ccccc2c1=O)NCCC(=O)Nc1ccc2c(c1)OCCO2	-6.9	0.1	-15.8	0.1	-1.7	13.5	1.4	-9.1	-0.2
COc1cccc2c(SCC(=O)N/N=C/c3ccccc3)cc(C)nc12	-30.7	3.9	-10.6	0.4	0.9	12.9	-12.3	-10.8	2.4
COc1cc(/C=C(\C#N)C(N)=O)ccc1OS(=O)(=O)c1ccc(C)cc1	3.7	0.4	-9.2	-0.1	-0.6	-34.3	-1.5	13.5	6.5
CCOc1ccccc1-n1nnnc1SCC(=O)NC(=O)Nc1ccc2c(c1)OCCO2	-21.8	2.1	-11.0	-0.4	0.2	10.0	-10.0	-16.0	-1.5
Nc1c(C(=O)NC2CC2)c2nc3ccccc3nc2n1-c1ccc2c(c1)OCO2	14.2	-7.8	.	1.5	0.3	25.5	29.4	4.7	0.0
O=C(NCc1ccco1)c1cc(-c2cccnc2)nc2ccccc12	-6.9	-1.7	-5.7	-0.3	1.4	14.6	-10.0	-7.3	-2.5
CC(C)CNC(=O)CSc1nc2scc(-c3ccccc3)c2c(=O)[nH]1	-22.5	0.2	-3.8	0.6	0.9	15.7	-5.7	21.9	0.7
NC(=O)c1ccccc1NC(=O)c1ccccc1Cl	-6.4	1.5	.	0.5	-0.5	-17.6	-10.2	-7.4	-1.6
CCN(CC)CCC(c1cc(OC)c(OC)c(OC)c1)c1c(O)cc(OC)cc1OC (centres undefined)	1.6	5.9	0.1	.	.	-3.0	-17.3	-16.3	1.1
CN1C(=O)C(O)(CC(=O)/C=C/C=C/c2ccccc2)c2ccccc21 (centres undefined)	9.8	2.5	-7.1	0.1	-0.8	14.0	-7.5	0.6	1.5
Cc1ccc(NC(=O)C2CCCN2S(=O)(=O)c2cccc3cccnc23)cc1F (centres undefined)	-12.8	-2.4	-12.6	-0.3	-0.7	32.9	-16.4	18.6	2.6
COc1ccccc1C(=O)NCC(=O)N/N=C/c1ccc([N+](=O)[O-])cc1	-8.2	-0.2	-8.3	-0.5	-1.1	24.4	-7.0	21.2	-1.5
O=C(CSc1nnc(-c2ccccn2)n1Cc1ccccc1)NC1CCCC1	-15.2	-1.3	5.5	-0.5	1.1	4.5	-5.9	-1.3	0.3
Cc1ccc(S(=O)(=O)N(CC(=O)O)Cc2ccco2)cc1	-1.9	-0.1	.	1.0	2.7	4.1	-10.5	19.5	-1.0
CC(C)c1nnc(NC(=O)CCC(=O)NCc2ccco2)s1	-6.4	0.8	-19.8	0.7	-0.1	21.2	2.0	1.3	-4.0
CCOC(=O)COc1nc(-c2ccc(Cl)cc2)cc(-c2ccco2)c1C#N	6.6	-1.8	-10.8	0.6	0.8	-4.5	4.5	10.5	17.5
CCCCC(=O)NN(C)c1nc(-c2ccccc2)nnc1C(F)(F)F	-7.6	0.3	-12.8	0.1	-0.4	40.1	-4.7	24.6	-2.2
COc1cccc(C(C(=O)NC2CCCCC2)N(CC2CCCO2)C(=O)CNC(=O)c2ccco2)c1 (centres undefined)	-7.8	-1.7	.	0.2	-1.1	6.5	-10.0	13.3	1.1
CCOc1ccc(N(CC(=O)NCCc2ccc(OC)cc2)S(C)(=O)=O)cc1	1.7	0.2	-3.2	0.5	0.1	-13.0	0.7	6.6	0.0
COc1ccc(C)cc1NC(=O)COC(=O)Cc1ccc(-c2ccccc2)cc1	-32.3	0.0	-8.8	-0.3	0.7	10.2	-21.0	11.7	-0.8
COC(=O)c1ccccc1NC(=O)CN(C1CCCCC1)S(C)(=O)=O	4.1	-0.2	1.3	0.2	0.8	3.2	-10.4	1.3	-1.1
Cc1cc(Cl)c(S(=O)(=O)NCc2cccnc2)cc1OCC(=O)NC1CCCCC1	-18.1	-0.8	-1.4	0.8	-0.2	20.4	-18.5	2.2	-0.2

Limited to Runt-SMMHC FRET (2 entries from above):
| compound | Runt-SMMHC FRET |
| --- | --- |
| COc1cccc(C(C(=O)NC2CCCCC2)N(CC2CCCO2)C(=O)CNC(=O)c2ccco2)c1 (centres undefined) | 1.1 |
| CCOc1ccc(N(CC(=O)NCCc2ccc(OC)cc2)S(C)(=O)=O)cc1 | 0.0 |

More entries follow.
SMILES	NCF1 inh	TNF death inh	MDM2 E3 inh	TRPML3 agonist	zfTRPN1 agonist	CHOP inhibitor	EBV gp42 block	PPC-1+TRAIL kill	Runt-SMMHC FRET
Cc1noc(C)c1COC(=O)C1COc2ccccc2O1 (centres undefined)	-13.1	-2.1	-16.9	0.7	0.6	7.3	-1.5	23.0	1.6
CCCN1CCN(CCCNC(=O)CCn2nc(-c3ccccc3)ccc2=O)CC1	-8.8	0.1	-27.1	0.1	-1.1	9.1	-11.2	20.6	-0.2
Cc1cc(NC(=O)c2sccc2C)n(-c2nc3ccccc3[nH]2)n1	-26.2	2.1	.	0.8	1.1	-17.1	9.6	21.0	-1.3
CCOc1ccccc1CNCCN1CCOCC1	-8.1	0.0	-17.6	-0.1	1.2	1.3	-9.2	15.6	-2.0
COc1cccc(CNCCNC(=O)c2ccco2)c1OC	-6.6	0.0	-2.9	1.1	1.5	16.4	2.4	1.5	-5.6
CCc1cccc(CC)c1NC(=O)COC(=O)c1ccc2c(c1)S(=O)(=O)c1ccccc1C2=O	-13.6	1.6	-12.4	0.5	-1.3	23.6	-1.8	15.7	-1.1
COc1cccc(-n2ccnc2SCC(=O)Nc2cc(OC)ccc2OC)c1	-12.9	0.7	1.7	-0.5	-0.1	5.3	-11.1	11.8	-1.7
Cc1cc(C(=O)COC(=O)c2ccc[nH]c2=O)c(C)n1C	2.8	0.4	-6.0	1.1	0.7	4.3	-15.5	25.6	-0.6
O=S(=O)(NCc1ccccn1)c1cc(C(F)(F)F)ccc1Cl	-0.1	0.1	0.1	1.8	0.8	6.0	-6.9	8.4	0.7
CCOC(=O)c1cc(-c2ccccc2)sc1NC(=O)C(C)Sc1nnnn1C (centres undefined)	-16.9	-5.4	-10.4	1.1	-0.9	39.9	-22.5	-2.0	94.6
CC1(C)CC(=O)c2c(nc(SCC(=O)Nc3nsc(-c4ccccc4)n3)c(C#N)c2-c2ccccc2)C1	-19.6	-10.1	-15.8	0.7	1.0	61.2	-14.1	7.6	-5.1
COc1ccc(OCC(=O)NCCc2ccc(S(N)(=O)=O)cc2)cc1	-11.8	-1.3	-7.7	1.0	-0.4	20.9	1.1	-1.2	1.6
CCCC[N+](CC#Cc1ccccc1)(CCCC)CCCS(=O)(=O)[O-]	-13.2	-0.1	1.1	1.4	1.5	3.4	-11.9	-0.2	0.1
ON1C2CCCCC2N(O)C1c1c(F)c(F)c(F)c(F)c1F (centres undefined)	-5.8	-1.3	2.4	0.7	0.1	-3.0	-18.6	-2.1	-5.9
